Screens (PubChem)
Tb PFK inh – inhibitors of T. brucei phosphofructokinase | 330,000 compounds, 0.17% hits | Potency, µM (titrated, usually from 57.5 µM), inactives show at the top dose activity, negative = inhibition, actives largely listed as inhibitors | O15648 | T. brucei PFK, ADP-Glo luminescence;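 also: potency is read from the fitted curve at half-maximal effect; 0% = uninhibited 1x PFK enzyme wells and -100% = no-enzyme wells; nearly all actives have a fitted effect of over 60% in size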
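Activity is normalized to no-enzyme wells (full inhibition) and 1.25 nM enzyme wells (no inhibition). Reaction: 0.5 mM F6P, 0.1 mM ATP, 45 min RT, ADP-Glo luminescence; concentration-response curves fitted and classed by quality.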
Chronic BCR inh – inhibitors of chronic active B-cell receptor signaling | Potency, µM (top dose mostly 46.1 µM), for inactives: at the top dose ratio change, negative = lower green/red ratio, hits mostly inhibitors | 340,000 compounds, 0.05% hits | AID 493014 | ABC-DLBCL IkBa-CBG/CBR reporter, luminescence ratio, 4 h; active = well fitted inhibition curve with a large enough effect in the signal ratio, with a control signal flat, not every such curve was filed as active; inconclusive = small, poorly fitted or top-dose-only effect, or effect the other way, or a change in a side signal; the % refers to the signal ratio;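 also: potency is read from the fitted curve at half-maximal effect; plate controls were basal doxycycline-induced cells for no effect and cells given 10 µM MG132 for full effect; MG132 reads +100%, hits lower the ratio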
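Concentration-response series (up to 46 uM) were applied to TMD8 dual-reporter cells for 4 h at 37C with doxycycline. Green/red ratio, after filter-overlap correction, defined %Activity; red signal alone was normalised to basal cells and zero luminescence.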
Integrin act MD – activators of alpha7 integrin expression for muscular dystrophy. alpha7betagal myoblasts, beta-gal FDG fluorescence, 48 h. Potency, µM (series often up to 38.3 µM), for the others: at the top dose activation, hits mostly activators. 350,000 compounds, 0.064% hits. AID 624291;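 also: potency is read from the fitted curve at half-maximal effect; 100% = response of the positive control SU9516; nearly all actives have a fitted effect of over 60% in size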
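alpha7betagal+/- myoblasts (passage 13, 250/well) treated 48 h at 37C with compounds at 1:260 dilution of DMSO stock. Lysed, then beta-galactosidase activity read as FDG fluorescence (ex 480/em 540) after 30 min, with pre-read for autofluorescence.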
A-T KAP1 phos – candidate therapy for ataxia-telangiectasia | AID 485349 | […] A-T fibroblasts, KAP-1 phosphorylation AlphaLISA; neocarzinostatin DNA damage 30 min before lysis | Potency, µM (top dose mostly 57.5 µM), without a hit: top-dose activation, hits mostly activators | 320,000 compounds, 0.19% hits; also: potency is read from the fitted curve at half-maximal effect; % of control where 0% means no effect; nearly all actives have a fitted effect of over 45% in size
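hTERT-immortalized A-T patient fibroblasts ([…]), 500 cells/well in OPTI-MEM, 1% FBS, got compounds for 60 min, then NCS for 30 min at 37C. Lysates were then assayed for phospho-KAP-1 by AlphaLISA (anti-pKAP1 donor, anti-KAP1 acceptor beads), 6 hr at 25C.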
Mito fusion act – inhibitors of mitochondrial division or activators of mitochondrial fusion; S. cerevisiae fusion-defective mutant growth rescue, CellTiterGlo 48 h; Potency, µM (titrated, usually from 46.1 µM), for the others: at the top dose growth rescue (activation), usual class: activators; 320,000 compounds, 0.23% hits;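 also: potency is read from the fitted curve at half-maximal effect; % of control where 0% means no effect; nearly all actives have a fitted effect of over 45% in size; temperature-sensitive fusion mutants such as fzo1-1 at 37 °C on non-fermentable ethanol glycerol medium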
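Temperature-sensitive fusion-defective S. cerevisiae (e.g. fzo1-1, mgm1-5) were grown with compound in YPEG medium (3% ethanol, 3% glycerol) for 48 hours at 37C. Growth rescue was measured as viability by CellTiterGlo luminescence after 10 minutes at ambient.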
TSHR antag – human thyrotropin receptor antagonism. TSHR-expressing cells, TSH-stimulated cAMP HTRF, 2 h; hits give low values. 330,000 compounds, 0.2% hits. P16473. AID 504810. activity change, negative = inhibition, % at 11.5 µM;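 active = activity change below a set negative limit, meaning inhibition stronger than a set level, cut at about -70% in these data; inconclusive = activity change between two set negative limits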; also: % is scaled to controls: 0 for no effect and ±100 for the full control effect
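Inhibition of cAMP made by TSHR-expressing cells under TSH stimulation (4nM final, EC80; 2 h, 37 deg C) is quantified with a one-step lysis HTRF kit, anti-cAMP cryptate versus cAMP-d2.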
Eya2 inh – Eya2 (human) phosphatase inhibition; O00167; AID 488837; Potency, µM (top dose mostly 76.9 µM), without a hit: at the top dose activity, negative = inhibition, hits mostly inhibitors; 330,000 compounds, 0.006% hits; recombinant Eya2, OMFP fluorescence dephosphorylation (OMFP is methylfluorescein phosphate); also: potency is read from the fitted curve at half-maximal effect; % is scaled to controls: 0 for no effect and ±100 for the full control effect
Target sequence (O00167 whole entry, looked up): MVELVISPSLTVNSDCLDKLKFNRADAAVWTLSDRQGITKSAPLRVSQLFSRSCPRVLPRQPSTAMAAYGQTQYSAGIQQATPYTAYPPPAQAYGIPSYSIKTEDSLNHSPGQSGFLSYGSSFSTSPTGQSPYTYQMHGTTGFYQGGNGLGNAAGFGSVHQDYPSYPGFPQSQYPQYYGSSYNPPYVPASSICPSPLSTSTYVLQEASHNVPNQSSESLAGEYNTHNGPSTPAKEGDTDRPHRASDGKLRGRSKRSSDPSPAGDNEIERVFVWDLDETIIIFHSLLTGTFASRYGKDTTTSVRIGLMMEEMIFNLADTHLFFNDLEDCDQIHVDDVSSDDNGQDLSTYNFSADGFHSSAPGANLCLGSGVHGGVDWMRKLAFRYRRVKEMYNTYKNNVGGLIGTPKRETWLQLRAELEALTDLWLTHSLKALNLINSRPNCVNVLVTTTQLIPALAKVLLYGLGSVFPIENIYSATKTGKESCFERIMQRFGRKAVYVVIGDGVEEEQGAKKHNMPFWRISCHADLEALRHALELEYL
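Eya2 protein (added as 0.2 uM solution) was preincubated with compound for 10 min at ambient temperature in 50 mM HEPES pH 7.5, 50 mM NaCl, 5 uM MgCl2, 0.05% BSA, 1 mM DTT. OMFP (added at 50 uM) then reacted 10 min; fluorescence read at 485/525 nm.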
ELG1 repair inh – inhibitors of ELG1-dependent DNA repair in HEK293T cells; AID 504467; Potency, µM (doses to about 46.1 µM), for inactives: top-dose activity change, negative = inhibition, most hits filed as inhibitors; HEK293T ELG1-luciferase reporter, luminescence, 16 h; DNA damage induced by 5-fluorouridine; 330,000 compounds, 2.3% hits; also: potency is read from the fitted curve at half-maximal effect; % is scaled to controls: 0 for no effect and ±100 for the full control effect; nearly all actives have a fitted effect of over 55% in size
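Cells (2,000 per well) received 5-fluorouridine plus test compound or DMSO and were incubated 16 hr at 37 °C, 5% CO2. Luciferase activity was read by luminescence 30 min after ONE-Glo addition; signal suppression marked inhibition of damage-induced ELG1 function.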
TCR act – T cell receptor activation | primary human leukocytes, anti-CD3, IL-2 HTRF, 48 h | Potency, µM (doses to about 9.22 µM), for inactives: at the highest dose activation of IL-2 secretion, actives largely listed as activators | 330,000 tested, under 10 active; also: % of control where 0% means no effect
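Primary human leukocytes incubated 48 hr with anti-CD3 beads plus compound, without co-stimulation. Secreted IL-2 measured by HTRF (europium cryptate/d2 anti-IL-2 pair, 320 nm excitation, 665 nm emission).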
ASM inhibitor – blocks human secretory acid sphingomyelinase; P17405; placental ASM, HMU-PC fluorogenic substrate, 60 min; Potency, µM (titrated, usually from 57.5 µM), without a hit: top-dose activity change, negative = inhibition, actives largely listed as inhibitors; 340,000 compounds, 0.006% hits; AID 504937; also: potency is read from the fitted curve at half-maximal effect
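HMU-PC0 cleavage (9 uM final) by human placental ASM, 60 min at 37 °C following 10 min compound exposure at RT; stopped at pH 10, fluorescence Ex 386/Em 447 nm.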
TSG101-PTAP inh – blocks PTAP/TSG101 interaction to inhibit HIV-1 budding. 340,000 tested, under 10 active. Fluorescence polarization, FITC-PTAP peptide / Tsg101 binding. Potency, µM (highest dose often 115 µM), inactives show at the top dose activity change, negative = inhibition, most hits filed as inhibitors. AID 493005. Q99816; active = well fitted inhibition curve with a large enough effect in the main read-out, with a control signal flat, not every such curve was filed as active; inconclusive = small, poorly fitted or top-dose-only effect, or effect the other way, or a change in a side signal; inactive = no such curve, though single readings can be large or run the other way; also: potency is read from the fitted curve at half-maximal effect; % of control where 0% means no effect
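Compounds were pin-transferred onto Tsg101 binding domain (10 uM final) in HEPES pH 7.5 buffer, then FITC-PTAP peptide was added at 50 nM final. After 20 min at RT, polarization reported peptide displacement across a qHTS concentration series.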
Numbers without * were called inactive; ? = inconclusive; nt = not tested or not shown; [ ] = another dose, or the depositor's remark. Unless noted, calls follow the shape of the dose curve; as a rule, active = well fitted curve in the direction sought with a large enough effect; inconclusive = small, poorly fitted or top-dose-only effect, or another doubt; inactive = no such curve, though single readings can be large; an effect the other way counts as inactive or inconclusive. Hits appear at their usual frequency, and some 3.2% of all compounds hit somewhere here.

Start of the listing, in advance (2 entries):
SMILES	Tb PFK inh	Chronic BCR inh	Integrin act MD	A-T KAP1 phos	Mito fusion act	TSHR antag	Eya2 inh	ELG1 repair inh	TCR act	ASM inhibitor	TSG101-PTAP inh
O=C(Cc1ccccc1)NCC(=O)OCC(=O)c1cccs1	0%	-1%	17%	2%	0%	-4	-1%	-8%	-12%	1%	-10%
COc1ccc(/C=N/c2nc3ccccc3n2CCN2CCCCC2)cc1OC	-1%	?	24%	0%	-2%	0	0%	6%	5%	3%	-5%

The whole of this part, from the start:
SMILES	Tb PFK inh	Chronic BCR inh	Integrin act MD	A-T KAP1 phos	Mito fusion act	TSHR antag	Eya2 inh	ELG1 repair inh	TCR act	ASM inhibitor	TSG101-PTAP inh
O=C(Cc1ccccc1)NCC(=O)OCC(=O)c1cccs1	0%	-1%	17%	2%	0%	-4	-1%	-8%	-12%	1%	-10%
COc1ccc(/C=N/c2nc3ccccc3n2CCN2CCCCC2)cc1OC	-1%	?	24%	0%	-2%	0	0%	6%	5%	3%	-5%
CS(=O)(=O)N1CCN(c2ccccc2NC(=O)c2ccc(Br)o2)CC1	-13%[0.46 µM]	11%	17%	-5%	5%	3	-5%	-29%	nt	3%	-6%
Cc1ccc(C)c(S(=O)(=O)NCc2ccc(C(=O)N3CC(C)OC(C)C3)cc2)c1 (configuration not stated)	-1%	-1%	-6%	-3%	-3%	-7	-1%	4%	7%[46.1 µM]	5%	-5%
CCn1c(SCC(=O)NCc2ccco2)nnc1C(C)C	-1%	-1%	-34%	18%	-2%	13	20%	9%	7%	5%	0%
Cc1onc(-c2c(F)cccc2Cl)c1C(=O)NCc1ccccn1	4%	0%	-2%	-6%	2%	2	7%	2%	-3%	2%	-7%
O=C(Cn1c(-c2ccccc2)c[n+]2ccsc12)c1ccc(Br)cc1	0%	-1%	-53%	10%	9%	-8	-11%	?	0%	1%	-2%
CCN(CC)S(=O)(=O)c1ccc(C(=O)NCCCn2ccnc2)cc1	-6%	6%	?	0%	5%	0	-7%	-4%	-4%	2%	-10%
CN(C)CCN1C(=O)C2C(C(=O)Nc3cc(Cl)cc(Cl)c3)C3C=CC2(O3)C1C(=O)NC1CCCCC1 (configuration not stated)	-1%	2%	-54%[inhibitor]	3%	3%	8	-8%	6%	6%	2%	-1%
CCCCN(C(=O)c1cc2c(s1)CCCCC2)c1c(N)n(CC(C)C)c(=O)[nH]c1=O	10%	8%	-21%	-2%	0%	6	4%	19%	nt	-2%	1%
CCCCOc1ccc(Cc2n[nH]c(=S)n2N)cc1	-13%	0%	12%	10%	2%	10	5%	-1%	4%[46.1 µM]	-4%	1%
COc1cccc(C(CNC(=O)c2ccc(Cl)c(S(=O)(=O)N3CCCC3)c2)N(C)C)c1 (configuration not stated)	5%	-5%	-5%	3%	nt	nt	7%	?	-3%	2%	-2%
CCCCNC(=O)CCCn1c(=O)c2ccccc2n(CC(=O)NCCC2=CCCCC2)c1=O	17%	1%	-3%	-4%	-4%	1	5%	-4%	3%	-4%	-1%
Cc1ccc(NC2CCCN(C(=O)c3cc4ncccn4n3)C2)cc1C (configuration not stated)	3%	-4%	-9%	11%	-2%	-5	12%	?	-1%	-1%	-2%
O=C1C=CC(=O)N1c1ccc(I)cc1Cl	0%	3%	nt	1%	2%	-4	11%	2%	nt	nt	nt
O=C(NNC(=O)C1CCCO1)c1ccc(Br)cc1 (configuration not stated)	-1%	4%	-16%	1%	-2%	-1	-1%	9%	-6%[46.1 µM]	6%	3%
COc1ccc(NS(=O)(=O)c2cccc(C(=O)NCc3ccccc3CN3CCCC3)c2)cc1	-4%	0%	-58%[inhibitor]	3%	0%	23	19%	-11%	nt	-4%	-1%

Reprinted at random: five entries already listed
SMILES	Tb PFK inh	Chronic BCR inh	Integrin act MD	A-T KAP1 phos	Mito fusion act	TSHR antag	Eya2 inh	ELG1 repair inh	TCR act	ASM inhibitor	TSG101-PTAP inh
CCCCOc1ccc(Cc2n[nH]c(=S)n2N)cc1	-13%	0%	12%	10%	2%	10	5%	-1%	4%[46.1 µM]	-4%	1%
O=C(Cn1c(-c2ccccc2)c[n+]2ccsc12)c1ccc(Br)cc1	0%	-1%	-53%	10%	9%	-8	-11%	?	0%	1%	-2%
CCN(CC)S(=O)(=O)c1ccc(C(=O)NCCCn2ccnc2)cc1	-6%	6%	?	0%	5%	0	-7%	-4%	-4%	2%	-10%
Cc1onc(-c2c(F)cccc2Cl)c1C(=O)NCc1ccccn1	4%	0%	-2%	-6%	2%	2	7%	2%	-3%	2%	-7%
Cc1ccc(C)c(S(=O)(=O)NCc2ccc(C(=O)N3CC(C)OC(C)C3)cc2)c1 (configuration not stated)	-1%	-1%	-6%	-3%	-3%	-7	-1%	4%	7%[46.1 µM]	5%	-5%
